High-throughput results (PubChem)
NSD2 HMT inh – blocks human histone methyltransferase NSD2. O96028. NSD2 peptide methylation, AlphaScreen, 120 min. inhibition, % at 12.5 µM. hit rate 0.54% among 310,000. AID 743445; in the data active means inhibition above about 50%
dFosB act – enhances mouse delta FosB homodimer DNA binding. purified delta FosB, TAMRA-CDK5 oligo fluorescence polarization; percent of positive-control signal above neutral wells. P13346. hit rate 0.99% among 340,000. activation, % at 25 µM;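 active means mean activation above about 17%, with every replicate also reaching it, limit read from the data, passing the limit was not always enough; inconclusive means only one of the two conditions met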;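 further: fluorescence polarization rise as delta FosB binds a TAMRA Cdk5 AP-1 oligo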
Target sequence (P13346 whole entry, looked up): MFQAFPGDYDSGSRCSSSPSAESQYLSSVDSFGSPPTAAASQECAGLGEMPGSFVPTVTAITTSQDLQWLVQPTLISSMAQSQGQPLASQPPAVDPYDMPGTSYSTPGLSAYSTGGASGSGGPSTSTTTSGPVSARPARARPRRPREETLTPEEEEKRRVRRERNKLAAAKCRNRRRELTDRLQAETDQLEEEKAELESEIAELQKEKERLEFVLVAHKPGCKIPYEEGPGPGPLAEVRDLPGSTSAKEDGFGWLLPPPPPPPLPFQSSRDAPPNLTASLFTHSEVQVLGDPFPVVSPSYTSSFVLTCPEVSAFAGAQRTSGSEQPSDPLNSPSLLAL
Keap1 Nrf2 FP – inhibitors of human Keap1-Nrf2 protein-protein interaction; Keap1 Kelch-Nrf2 peptide fluorescence polarization, 1536-well; Q14145; inhibition, % at 9.4 µM; hit rate 0.15% among 340,000; in the data active means inhibition above about 12%; inconclusive means no clear call, values can overlap the other calls; inactive means below about 7.3%;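 further: human Keap1 Kelch domain with fluorescein labeled Nrf2 9mer peptide probe; 0% = neutral control wells and 100% = peptide positive control; higher means more block of Keap1 binding to Nrf2 peptide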
PvdQ inh – blocks Pseudomonas aeruginosa PvdQ acylase activity | inhibition, % at 10 µM | hit rate 0.063% among 340,000 | AID 488965 | purified PvdQ acylase, fluorescence plate reader; in the data active means inhibition above about 30%, passing the limit was not always enough; inconclusive means no clear call, values can overlap the other calls;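 further: 0% = vehicle neutral wells and 100% = reference inhibitor wells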
Rtt109 Vps75 – C. albicans Rtt109 histone acetyltransferase inhibition | purified Rtt109/Vps75, ThioGlo CoA-SH fluorescence, 4 h | inhibition, % at 34.9 µM | hit rate 0.16% among 330,000 | AID 540336;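 active means inhibition of at least 50% in every replicate; inconclusive means best replicate reaches 50% inhibition but some replicates fall short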
LANA DNA inh – blocks KSHV LANA C-terminal domain binding to DNA; MBP-C-LANA/FAM-LBS DNA binding, fluorescence polarization; inhibition, % at 9 µM; hit rate 0.078% among 340,000; AID 504423;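 active means highest replicate inhibition at or above 60% at 9 µM, even if other replicates fall short; inactive means all replicates below 60% inhibition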;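 further: 0% = neutral control wells and 100% = 4 µM acridine orange control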
PfHsp90 yeast 2 – inhibits growth of yeast expressing Plasmodium falciparum Hsp90; S. cerevisiae expressing PfHsp90, BacTiter-Glo ATP, 48 h; yeast lacking PDR1 and PDR3 efflux regulators; inhibition, % at 9.4 µM; hit rate 0.32% among 310,000;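 active means every replicate shows inhibition above about 80%, whatever the replicate mean, limit read from the data; inconclusive means mean inhibition reaches the set limit but some replicate falls short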;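 further: 0% = DMSO neutral controls and 100% = 20 µM radicicol positive controls; yeast relying on Plasmodium falciparum Hsp90 in place of its own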
RTF Ca sens act – cardiac RTF calcium sensitization | P19429+P45379 | IANBD-labeled TnC RTF fluorescence at EC20 calcium; 0% EC20 calcium, 100% full calcium | activation, % at 7.2 µM | hit rate 0.24% among 340,000;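 active means activation above the mean over all tested compounds plus 3 SD, cut at about 30% in these data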;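 further: rise in fluorescence read as greater calcium sensitivity of cardiac thin filaments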
Cardiac RTF inh – cardiac RTF calcium desensitization | P19429+P45379 | inhibition, % at 7.15 µM | IANBD-labeled cardiac RTF, Ca2+ fluorescence | hit rate 0.12% among 340,000;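 active means inhibition above the mean inhibition of all tested compounds plus 3 SD, cut at about 17% in these data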;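 further: assay run at fixed EC70 calcium of 1.6 mM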
CDK5 p35 inh – CDK5/p35 (human) kinase inhibition. Recombinant CDK5/p35, ADP-Glo luminescence, 60 min. inhibition, % at 10 µM. hit rate 0.01% among 330,000. AID 488839;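 active means highest replicate inhibition of at least 50% and at least 75% of replicates reaching 50%; inconclusive means only one of the two criteria met; inactive means both criteria failed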;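 further: plate controls were DMSO neutral control for no effect and GW8510 at 10 µM for full effect; many of its hits are not listed in these tables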
Target sequence (Q00535 whole entry, looked up): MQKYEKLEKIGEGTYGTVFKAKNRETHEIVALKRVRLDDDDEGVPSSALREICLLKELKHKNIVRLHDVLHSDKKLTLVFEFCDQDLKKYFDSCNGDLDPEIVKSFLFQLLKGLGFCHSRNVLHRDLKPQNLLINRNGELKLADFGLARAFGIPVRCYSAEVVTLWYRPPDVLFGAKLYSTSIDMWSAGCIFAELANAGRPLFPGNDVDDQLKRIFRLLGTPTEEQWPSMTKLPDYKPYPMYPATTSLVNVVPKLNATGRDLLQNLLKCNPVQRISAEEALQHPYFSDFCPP
Target sequence (Q15078 whole entry, looked up): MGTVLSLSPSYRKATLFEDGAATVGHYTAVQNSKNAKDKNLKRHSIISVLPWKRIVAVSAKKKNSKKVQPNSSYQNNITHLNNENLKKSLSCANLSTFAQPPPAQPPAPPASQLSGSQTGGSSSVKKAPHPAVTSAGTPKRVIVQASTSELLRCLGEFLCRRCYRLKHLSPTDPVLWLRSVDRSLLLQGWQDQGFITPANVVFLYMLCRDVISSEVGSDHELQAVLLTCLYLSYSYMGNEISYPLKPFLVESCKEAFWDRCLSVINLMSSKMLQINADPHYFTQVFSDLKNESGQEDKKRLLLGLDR
Mot1-301 SUMO – inhibitors of SUMOylation pathway: yeast Mot1-301 growth rescue; S. cerevisiae Mot1-301 growth rescue, ATP luminescence, 38.5C; percent above DMSO median, 100 means doubled; growth rescue, % at 18.8 µM; hit rate 1% among 320,000;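 active means every valid replicate shows activation above 250% relative to neutral control wells; inactive means the rest, any valid replicate at or below 250%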;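 further: OY570 slx delta 5 strain wells were the positive control but not used for scaling; some compounds called inactive have numbers as strong as hits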
The depositor's hits bear a star; ? = inconclusive; nt = no result given.

SMILES	NSD2 HMT inh	dFosB act	Keap1 Nrf2 FP	PvdQ inh	Rtt109 Vps75	LANA DNA inh	PfHsp90 yeast 2	RTF Ca sens act	Cardiac RTF inh	CDK5 p35 inh	Mot1-301 SUMO
CCOc1ccc(N(CC(=O)Nc2ccccc2C(=O)NCc2ccco2)S(C)(=O)=O)cc1	6	-5	2	-5	-13	-0.5	-6	-3	-4	1.0	15
COc1cc(-c2cc(C(=O)NCCc3ccc(S(N)(=O)=O)cc3)c3ccccc3n2)cc(OC)c1OC	-4	-5	2	-18	9	1.3	-3	2	2	-1.0	31
Cc1c(C(=O)O)oc2c1C(=O)CC(C)(C)C2	-3	-2	-2	-9	2	-2.6	-2	1	-6	-0.3	9
C[C@H](CO)N1C[C@H](C)[C@@H](CN(C)Cc2ccccc2)Oc2c(NS(=O)(=O)c3ccccc3)cccc2C1=O	nt	-6	-1	-12	-5	-3.1	-24	-1	-10	0.0	-8
Cc1ccc2nsnc2c1S(=O)(=O)N(CCO)Cc1cc2cc3c(cc2[nH]c1=O)OCCO3	0	-4	5	12	-5	-0.5	11	9	6	1.9	566
COc1cc(OC)c(OC)cc1CN(C)CC1CCCN(CCc2ccccc2F)C1 (configuration not stated)	12	-3	-5	11	7	-0.6	12	-3	1	0.2	12
COc1ccccc1CNC(=O)CN1C(=O)NC(c2ccccc2)(c2ccccc2)C1=O	0	2	-1	-14	-10	0.1	nt	-1	-4	1.3	24
CCOC(=O)Nc1ccc(C(=O)/C=C/c2ccccc2)cc1	2	-12	-4	-11	-6	-1.3	6	7	-13	-1.6	4
Cc1occc1C(=O)Nc1ccccc1C(=O)O	3	-1	-1	12	-2	-0.6	14	-6	-1	3.2	-5
S=c1[nH]nc2nnc3ccccc3n12	1	-2	6	10	-7	-1.3	-5	8	-5	0.6	8

Quoted at random: 4 compounds from above, in no set order.
SMILES	NSD2 HMT inh	dFosB act	Keap1 Nrf2 FP	PvdQ inh	Rtt109 Vps75	LANA DNA inh	PfHsp90 yeast 2	RTF Ca sens act	Cardiac RTF inh	CDK5 p35 inh	Mot1-301 SUMO
C[C@H](CO)N1C[C@H](C)[C@@H](CN(C)Cc2ccccc2)Oc2c(NS(=O)(=O)c3ccccc3)cccc2C1=O	nt	-6	-1	-12	-5	-3.1	-24	-1	-10	0.0	-8
COc1cc(OC)c(OC)cc1CN(C)CC1CCCN(CCc2ccccc2F)C1 (configuration not stated)	12	-3	-5	11	7	-0.6	12	-3	1	0.2	12
COc1cc(-c2cc(C(=O)NCCc3ccc(S(N)(=O)=O)cc3)c3ccccc3n2)cc(OC)c1OC	-4	-5	2	-18	9	1.3	-3	2	2	-1.0	31
COc1ccccc1CNC(=O)CN1C(=O)NC(c2ccccc2)(c2ccccc2)C1=O	0	2	-1	-14	-10	0.1	nt	-1	-4	1.3	24

Next records.
SMILES	NSD2 HMT inh	dFosB act	Keap1 Nrf2 FP	PvdQ inh	Rtt109 Vps75	LANA DNA inh	PfHsp90 yeast 2	RTF Ca sens act	Cardiac RTF inh	CDK5 p35 inh	Mot1-301 SUMO
CSCCC(NC(=O)COc1ccccc1)C(=O)OCCOc1ccc(C)cc1 (configuration not stated)	-1	-12	0	3	?	-0.7	17	-3	-8	-0.1	10
CCC(CC)C(=O)Nc1cccc(C(=O)N2CCCC2)c1	-2	-7	2	16	0	-0.9	7	-10	-9	2.6	-4
COc1cc(S(=O)(=O)n2cnc3ccccc32)ccc1Br	-3	7	-1	-1	-2	-0.4	-8	3	-3	0.5	30
CCOc1ccc(NS(=O)(=O)c2cccc(C(=O)N3CCN(C/C=C/c4ccccc4)CC3)c2)cc1	3	-10	-5	-9	12	-0.7	16	0	-9	0.8	nt
O=C1C(=Cc2ccc(Br)o2)C(=O)c2ccccc21	nt	-13	?	-2	43	106*	-2	-36	33*	-11	30
N#CCSc1ccccc1NC(=O)CN1C(=O)C2CC=CCC2C1=O (configuration not stated)	1	1	-9	14	-3	0.5	nt	0	-4	-0.8	nt
CCN(CC)c1ccc(C=Nc2ccccc2)c(O)c1	9	-5	-6	-14	-9	-0.1	13	0	-8	-0.6	476
CC1(C)CNC(=O)c2sc(NC(=O)c3ccccc3)nc2C1	nt	-8	-4	-13	-10	-1.4	-75	-3	-13	-1.7	-1
COc1ccc(C2=NN(C(C#N)c3ccc(OC)cc3)C(c3ccccc3)C2)cc1 (configuration not stated)	-4	-4	-7	3	25	-2.3	10	-8	-5	-1.7	4
COc1ccc(-c2csc(NC3OC(=O)c4c3ccc(OC)c4OC)n2)cc1OC (configuration not stated)	9	1	1	-14	-6	-0.6	8	1	0	-0.6	-11
Cc1cn(C2CCCCO2)c(=O)[nH]c1=O (configuration not stated)	-1	8	-5	-18	5	1.6	-11	-7	-8	0.5	nt
Cn1cc(C(=O)N2CCc3ccccc3C2)c(=O)c2cc(S(=O)(=O)N3CCOCC3)ccc21	-2	-8	-1	-8	0	-2.3	3	0	-6	-2.6	-22
Cn1c(-c2cc(Br)ccc2O)n[nH]c1=S	0	-6	-8	-7	5	-1.0	-2	14	-8	1.2	197
Cc1ccc(S(=O)(=O)N2C[C@@H]3CCCC[C@@H]3[C@@H](C)[C@H]2CC(=O)c2ccccc2)cc1	nt	-3	1	-4	3	1.4	6	-4	-5	0.2	nt
Cc1ccnc(S(=O)(=O)Cc2ccc([N+](=O)[O-])cc2)n1	-1	1	-5	-8	7	1.4	-42	-1	-10	-0.7	160
CCCCOc1ccc(C(=O)N=c2sccn2C)cc1OC	0	-5	4	-4	16	-0.1	-30	-1	-1	2.8	-12
O=C(O)c1ccc(S(=O)(=O)N2CCc3ccccc3C2)cc1	-2	1	0	-17	-3	-0.6	4	-2	-3	-0.5	19
O=C(c1ccccc1Oc1ccccc1)N1CCN(c2ccccc2F)CC1	0	3	-1	-3	-4	0.2	-4	2	1	-2.0	-2
CCCCn1c(=O)n(CC(=O)NCc2ccc(C)cc2)c(=O)c2c1nc(CO)n2CCC	-1	-5	2	-8	4	-1.4	13	-2	4	0.7	-20
Cc1occc1C(=O)Nc1ccc(Br)cc1F	5	-7	-2	7	6	-0.3	23	1	0	-0.4	-8

Grouped by structure: the compounds so far containing bromine (4)
SMILES	NSD2 HMT inh	dFosB act	Keap1 Nrf2 FP	PvdQ inh	Rtt109 Vps75	LANA DNA inh	PfHsp90 yeast 2	RTF Ca sens act	Cardiac RTF inh	CDK5 p35 inh	Mot1-301 SUMO
COc1cc(S(=O)(=O)n2cnc3ccccc32)ccc1Br	-3	7	-1	-1	-2	-0.4	-8	3	-3	0.5	30
O=C1C(=Cc2ccc(Br)o2)C(=O)c2ccccc21	nt	-13	?	-2	43	106*	-2	-36	33*	-11	30
Cn1c(-c2cc(Br)ccc2O)n[nH]c1=S	0	-6	-8	-7	5	-1.0	-2	14	-8	1.2	197
Cc1occc1C(=O)Nc1ccc(Br)cc1F	5	-7	-2	7	6	-0.3	23	1	0	-0.4	-8

The results go on:
SMILES	NSD2 HMT inh	dFosB act	Keap1 Nrf2 FP	PvdQ inh	Rtt109 Vps75	LANA DNA inh	PfHsp90 yeast 2	RTF Ca sens act	Cardiac RTF inh	CDK5 p35 inh	Mot1-301 SUMO
COc1ccc(CNC(=O)C2(CC3CC(c4ccccc4)=NO3)CCN(C(=O)OC(C)(C)C)CC2)cc1 (configuration not stated)	nt	-9	-2	-9	-7	-0.7	0	0	-6	0.5	-18
COc1ccc(CCNC(=O)C2CC2)cc1	-2	-3	-3	-2	nt	-0.3	6	-2	-4	0.1	-9
CCCc1nn(-c2cc(Cl)ccc2OC)c2c1C(=O)CC(C)(C)C2	nt	-10	3	-10	3	1.0	31	-3	-6	-0.8	6
CCOc1ccc(/C(O)=C2/C(=O)C(=O)N(CC3CCCO3)C2c2ccc(C)o2)cc1 (configuration not stated)	-1	3	-1	5	0	1.2	-2	2	-18	2.0	-1
CN(Cc1ccccc1)S(=O)(=O)c1ccc(Cl)c(C(=O)O)c1	-4	-5	-3	13	5	-0.3	1	3	8	1.5	-4
C/C(=N\NC(=O)CC1N=C(Cc2ccccc2)NNC1=O)c1ccncc1 (configuration not stated)	-2	-10	-1	-20	-2	-1.1	-18	13	-3	-0.4	-15
C/C(=N\N=C(N)N)c1cccc([N+](=O)[O-])c1	1	-1	2	4	23	-2.7	3	1	12	0.4	-34
CC(=O)N(c1nc(CCl)cs1)c1cccc(C)c1C	nt	3	0	-8	1	0.3	7	1	0	0.9	-12
CN(Cc1c(F)cccc1Cl)C(=O)c1cnc2ccccc2n1	-1	-9	0	-7	-11	0.1	9	-6	-3	0.6	134
O=C(NCc1cccc(C(F)(F)F)c1)c1ccc2c(c1)OCO2	-1	-3	1	1	15	-0.7	14	-7	-2	-1.4	nt
COc1cc(C(=O)N(Cc2ccc(N(C)C)cc2)C2CCS(=O)(=O)C2)cc(OC)c1OC (configuration not stated)	nt	-1	-4	-10	0	1.3	12	2	2	-1.8	-6
CCOc1ccccc1C(=O)NCC(=O)NCCCSc1ccccc1	-1	-7	-1	-13	-2	2.6	17	6	0	0.4	2
COc1cc(OC)c(C(=O)NC2CCCc3ccccc32)cc1OC (configuration not stated)	0	1	-4	5	7	-1.4	16	1	7	-0.9	-9
CCC(NC(=O)C1CCC1)c1ccccc1 (configuration not stated)	-2	4	0	-1	1	1.4	5	4	-5	1.6	50
CCC(=O)NNC(=O)CSc1nnc(-c2ccccc2)c(-c2ccccc2)n1	1	-3	1	-3	3	-0.3	-10	2	-6	0.7	1
COC(C/C=C/C(=O)[C@@H](C)OCc1ccccc1)OC	nt	-1	-6	-8	2	-0.1	nt	4	0	-0.7	53
COc1ccccc1CNCC(=O)Nc1ccc(N(C)C)cc1	11	1	5	-12	0	3.1	0	2	-10	1.2	-1
Cc1ccc(NS(=O)(=O)c2ccc(CCC(=O)NC3CC3)cc2)cc1	-2	5	5	-4	16	-0.1	-12	-11	-6	-0.1	-18
CC(=O)/C(CN1CCCCC1)=N\O	20	-7	0	-4	-7	-0.1	-12	4	-3	3.1	-13
O=C(NC1CCCCC1)c1ccc(CS(=O)(=O)Cc2ccccc2F)o1	0	5	2	10	3	0.4	-11	8	-5	0.3	79
COc1ccc(Nc2nccc(-c3ccc(C#N)cc3)n2)cc1	-2	-3	5	-5	10	0.1	8	0	-8	55*	-9
CC(Sc1nc(-c2ccccc2)cc(=O)[nH]1)C(=O)O (configuration not stated)	-2	-2	-7	5	-1	0.9	17	7	-10	2.6	2
CCOC(=O)Cc1csc(NC(=O)/C=C/c2cccc(Br)c2)n1	-5	-2	-1	-12	5	1.7	nt	2	-13	-0.3	11
CC(C)(C)OC(=O)NCCCCCNC(=O)c1[nH]cnc1C(=O)N[C@@H](Cc1ccccc1)C(=O)OCc1ccccc1	nt	-9	5	-5	0	-1.7	39	1	0	-0.5	103
COC(=O)c1ccc(NC(=O)Nc2ccc3c(c2)nc(C)n3C)cc1	-1	-11	-9	-8	-7	-1.9	-26	1	-7	0.6	124
